# WRN helicase inh: blocks human WRN helicase; Q14191; Potency, µM (titrated, usually from 114 µM), without a hit: at the highest dose activity change, negative = inhibition, actives largely listed as inhibitors; hit rate 0.46% among 360,000; WRN helicase unwinding, fluorescent forked duplex, kinetic; note: potency is the fitted concentration of half-maximal effect; % is set by controls: 0 for no effect and ±100 for the full control effect; nearly all actives have a fitted effect of over 55% in size
#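 Fluorescence dequenching readout, ex 525 nm/em 598 nm, kinetic mode: forked duplex DNA (100 nM final) with adjacent fluorophore and quencher unwound by WRN (20 nM final) with 2 mM ATP. Compound preincubation 15 min, room temperature.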
# EPAC1 agonist: agonists of human EPAC1; O95398; EPAC1 agonist qHTS, biochemical assay; response scale: 100% = response to 6.5 mM cAMP; Potency, µM (titrated, usually from 154 µM), for inactives: at the highest dose activation, usual class: activators; hit rate 0.073% among 360,000; note: potency is the fitted concentration of half-maximal effect; nearly all actives have a fitted effect of over 60% in size
#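 Read-out is the fluorescence drop as BODIPY-GDP leaves Rap1B (480 nm excitation, 540 nm emission), recorded every 5 minutes over 30 minutes. Reactions held 100 nM EPAC1, 250 nM Rap1B–BODIPY-GDP and 50 uM GDP, with 6.5 mM cAMP setting full activation.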
# PLK1 PBD block: PLK1 (human) polo-box domain binding inhibition; hit rate 2.8% among 360,000; Potency, µM, inactives show max response, negative = inhibition, most hits filed as inhibitors; P53350; AID 720504; Plk1 PBD binding of FITC phosphopeptide, fluorescence polarization; note: potency is the fitted concentration of half-maximal effect; series mostly up to about 57 µM; % is set by controls: 0 for no effect and ±100 for the full control effect; nearly all actives have a fitted effect of over 65% in size
# Target sequence (P53350 whole entry, looked up, the tested form may be a part): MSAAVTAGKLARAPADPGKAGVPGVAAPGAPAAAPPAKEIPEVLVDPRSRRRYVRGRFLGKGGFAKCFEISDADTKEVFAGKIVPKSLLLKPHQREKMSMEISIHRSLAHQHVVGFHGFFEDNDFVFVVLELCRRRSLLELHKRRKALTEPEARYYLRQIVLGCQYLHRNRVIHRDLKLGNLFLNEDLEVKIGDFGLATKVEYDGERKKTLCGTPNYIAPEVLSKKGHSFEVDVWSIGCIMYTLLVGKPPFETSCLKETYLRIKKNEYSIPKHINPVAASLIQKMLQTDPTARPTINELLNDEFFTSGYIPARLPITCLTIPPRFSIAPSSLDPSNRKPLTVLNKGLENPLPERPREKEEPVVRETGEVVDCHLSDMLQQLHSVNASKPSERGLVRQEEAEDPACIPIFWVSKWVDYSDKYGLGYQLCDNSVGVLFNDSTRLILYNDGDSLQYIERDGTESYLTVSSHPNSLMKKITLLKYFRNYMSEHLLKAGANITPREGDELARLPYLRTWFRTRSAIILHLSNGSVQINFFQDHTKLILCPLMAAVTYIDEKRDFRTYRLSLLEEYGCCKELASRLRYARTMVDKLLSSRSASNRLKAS
# CCT modulator: modulators of cytosolic chaperonin (CCT/TRiC) activity; purified chaperonin ATPase assay, HTRF ADP detection, 30 min; activity change, % (test concentration not listed), hits read low; hit rate 0.3% among 360,000; AID 651819; in the data active = activity change below about -30%; note: % is set by controls: 0 for no effect and ±100 for the full control effect
#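 We incubate TRiC, 40 or 20 nM final, with library compounds at 76 uM and 10 uM ATP for 30 min at 37 °C. ADP formed is detected with Transcreener HTRF reagents after 30 min at room temperature.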
# PI5P4K alpha inh: blocks human PI5P4K alpha kinase activity; max response, %; AID 652105; PI5P4Kalpha enzyme, ADP-Glo luminescence, 60 min; stronger effect = lower value; hit rate 1.2% among 330,000; active = max response of -50% or lower; inconclusive = between -30% and -50%; inactive = -30% or higher; note: value at the top dose of about 77 µM; % is set by controls: 0 for no effect and ±100 for the full control effect
# Target sequence (P48426 whole entry, looked up): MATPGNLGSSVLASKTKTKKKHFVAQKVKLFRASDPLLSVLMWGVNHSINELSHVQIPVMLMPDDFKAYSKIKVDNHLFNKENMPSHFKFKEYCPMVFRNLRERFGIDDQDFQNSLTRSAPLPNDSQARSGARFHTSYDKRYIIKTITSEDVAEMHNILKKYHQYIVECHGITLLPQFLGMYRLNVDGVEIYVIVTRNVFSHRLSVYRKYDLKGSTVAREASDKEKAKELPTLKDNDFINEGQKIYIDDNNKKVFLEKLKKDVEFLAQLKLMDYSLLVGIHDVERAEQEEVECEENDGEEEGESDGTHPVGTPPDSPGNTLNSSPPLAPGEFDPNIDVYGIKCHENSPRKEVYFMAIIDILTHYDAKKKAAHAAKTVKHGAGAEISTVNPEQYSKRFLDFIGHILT
#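 qHTS, 1536-well: enzyme/substrate mix, compound by pin tool, 5 microM ATP final; RT 60 min; ADP-Glo reagents 1 (45 min) then 2 (30 min); luminescence.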
# EPAC1 antagonist: antagonists of human EPAC1; O95398; Potency, µM (top dose mostly 115 µM), inactives show at the top dose activity change, negative = inhibition, usual class: inhibitors; EPAC1 GEF assay, Rap1b-BODIPY-GDP exchange fluorescence; AID 720709; hit rate 0.14% among 360,000;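 note: potency is the fitted concentration of half-maximal effect; plate controls were vehicle for no effect and positive control for full effect; nearly all actives have a fitted effect of over 50% in size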
# IL-2 act: activators of IL-2. AID 652025. IL-2 activation reporter assay, cell-based qHTS; stimulated with anti-CD3/CD4/CD28 beads; in transgenic mouse T cells. activation, % (series mostly up to about 46 µM). hit rate 0.065% among 360,000; in the data active = activation above about 50%; inconclusive = mostly about 30% to 49%; note: 0% is about no effect
#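 Readout: EGFP and DsRed signals by fluorescent plate cytometry. Unstimulated transgenic mouse T cells received compound 60 min before antibody-bead stimulation, then incubated 18 h at 37 degrees C.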
# EPAC2 ag: activates human EPAC2 exchange factor. EPAC2 activation, biochemical qHTS; response scale: 100% = 6.5 mM cAMP response. Potency, µM (titrated, usually from 154 µM), for inactives: top-dose activation, hits mostly activators. hit rate 0.079% among 360,000. AID 720711; note: potency is the fitted concentration of half-maximal effect; nearly all actives have a fitted effect of over 50% in size
#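 Compounds were added across a concentration range to EPAC2 (100 nM), RAP1B-BODIPY-GDP (250 nM) and GDP (50 uM). After 5 min at room temperature, fluorescence was recorded at 5-min intervals for 30 min.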
# Active calls of the source: *; ? = inconclusive; . = no result given; [ ] = dose if it differs, or a comment. Unless noted, calls come from the whole dose curve; as a rule, active = well fitted curve in the direction sought with a large enough effect; inconclusive = small, poorly fitted or top-dose-only effect, or another doubt; inactive = no such curve, though single readings can be large; an effect the other way counts as inactive or inconclusive.
SMILES,WRN helicase inh,EPAC1 agonist,PLK1 PBD block,CCT modulator,PI5P4K alpha inh,EPAC1 antagonist,IL-2 act,EPAC2 ag
C=CCNC(=O)c1onc(CSc2ccc(F)cc2)c1C(=O)NCCOC,4%,-14%,-9%,-3.0,-12,10%,0.1,1%
O=C(Nc1cc2c(cc1Cl)OCCCO2)c1ccc(F)cc1,3%,4%,-8%,-1.4,2,11%,-3.2,9%
COc1ccccc1-c1cc(C(=O)Nc2cc(C)n(Cc3ccc(Cl)cc3)n2)no1,7%,-3%,0%,-1.4,.,7%,-3.5,9%
C=CCc1cccc(OC)c1OCCOCCn1ccnc1,-12%,5%,-15%,0.4,16,-14%,-2.1,9%
Cc1ccc(C2CC(c3ccccc3)=NN2C(=S)Nc2ccccc2)o1 (configuration not stated),-9%,4%,-29%,-0.2,0,10%,-0.2,0%[15.6 µM]
Cn1c2c(c(=O)n(C)c1=O)CN(Cc1ccccc1)CN2,8%,7%,1%,0.1,-5,3%,0.5,3%
C(#CSCc1ccccc1)SCc1ccccc1,0%,2%,-17%,-2.0,2,-7%,0.9,11%
COc1ccc(C(=O)c2c(C)oc3ccc(O)cc23)c(OC)c1,4%,5%,-8%,-2.4,0,1%,-0.5,4%
COc1cc(OC)c(OC)cc1CN1CCN(Cc2cccn2C)CC1,-19%,8%,-11%,-1.9,4,15%,3.5,4%
CCCCN(c1nc2ccccc2nc1Cl)S(=O)(=O)c1ccc(C)cc1,-9%[57.1 µM],2%,-10%,-2.8,12,17%,7.3,10%
O=C(COc1ccc2c(c1)CCC2)N1CCN(c2ccccc2F)CC1,-29%,7%,-6%,-1.9,-3,-14%,-1.1,1%
CC(=O)OCCN1C(=O)c2ccc(-c3nc4ccccc4c(=O)o3)cc2C1=O,-4%,8%,-17%,-4.2,3,-1%,-0.4,-5%
CCc1nnc(SCc2ccc(C(=O)OC)o2)n1N,-2%,2%,-7%,-1.4,1,3%,-0.5,9%
Cc1ccccc1N1CCN(Cc2ccc([N+](=O)[O-])o2)CC1,14%,-2%,-15%,-1.4,0,28%,-1.4,12%
CCC(C(=O)NC1CC1)n1nc(C)c2c(C)n(-c3ccc(C)cc3)nc2c1=O (configuration not stated),-6%,-2%,3%,0.8,0,2%,-3.7,4%
COc1ccc(N(CC(=O)NCCSCc2ccc(Cl)cc2)S(C)(=O)=O)cc1Cl,-1%,-2%,9%,0.4,6,-18%,-2.8,8%
CCC(=O)N/N=C(\C)CC(=O)Nc1ccc(F)cc1,9%,-8%,1%,1.2,0,6%,0.8,1%
COc1ccc(S(=O)(=O)N2CCN(C(=O)N(C)C)C2C)cc1 (configuration not stated),-22%,10%,-12%,-1.1,2,2%,-3.3,5%
O=C(Cn1cc(C(F)(F)F)ccc1=O)N/N=C/c1ccc(Cl)cc1Cl,-26%,0%,-11%,-5.5,13,-3%,-0.5,3%
COc1ccc(C2Nc3ccccc3C(=O)N2Cc2ccccc2)cc1Cn1nnc2ccccc21 (configuration not stated),-8%,17%,-7%,-1.4,.,-14%,-0.9,22%
O=C(c1ccc(COc2ccc(Cl)cc2)cc1)N1CCCCC1,-17%,0%,-9%,-2.7,8,-17%,2.5,5%
O=C1c2ccccc2C(=O)N1CCCCSc1nnc(-c2ccc(OC(F)F)cc2)o1,-8%,11%,-7%,-2.9,.,0%,2.1,15%
O=C(NCc1ccccc1)c1ccc(C2SCC(=O)N2Cc2ccccc2)cc1 (configuration not stated),-3%,3%,-2%,-7.2,10,-3%,-0.6,-9%
Cc1nc2ccc(NC(=O)c3cncc(Br)c3)cc2s1,-3%,7%,-1%,-5.2,0,4%,-0.8,6%
O=S(=O)(c1ccccc1F)N1CCCc2ccccc21,3%,-3%,3%,-1.9,-2,9%,-1.1,18%
COc1ccc(CN2CCC(C)(Oc3ccc(C(C)=O)cc3)C2)c2ccccc12 (configuration not stated),-5%,9%,1%,0.6,11,-5%,-0.3,15%
CSc1ccccc1NC(=O)CSc1nncs1,-4%,-2%,-7%,-1.3,-17,-12%,-0.2,6%
O=C(C1=C(O)C(=O)N(CCN2CCOCC2)C1c1cccnc1)c1cc2ccccc2o1 (configuration not stated),2%,2%,-12%,0.9,.,6%,-1.6,4%
COc1ccc2[nH]c(C)cc(=O)c2c1,-1%,10%,-8%,-1.9,5,-18%,-0.2,3%
CCc1ccccc1NC(=S)N1CCCCCC1,6%,-7%,-8%,-0.8,2,14%,-2.0,13%

# A section from the list above, as a working copy:
SMILES,WRN helicase inh,EPAC1 agonist,PLK1 PBD block,CCT modulator,PI5P4K alpha inh,EPAC1 antagonist,IL-2 act,EPAC2 ag
CCC(=O)N/N=C(\C)CC(=O)Nc1ccc(F)cc1,9%,-8%,1%,1.2,0,6%,0.8,1%
COc1ccc(S(=O)(=O)N2CCN(C(=O)N(C)C)C2C)cc1 (configuration not stated),-22%,10%,-12%,-1.1,2,2%,-3.3,5%
O=C(Cn1cc(C(F)(F)F)ccc1=O)N/N=C/c1ccc(Cl)cc1Cl,-26%,0%,-11%,-5.5,13,-3%,-0.5,3%
COc1ccc(C2Nc3ccccc3C(=O)N2Cc2ccccc2)cc1Cn1nnc2ccccc21 (configuration not stated),-8%,17%,-7%,-1.4,.,-14%,-0.9,22%
O=C(c1ccc(COc2ccc(Cl)cc2)cc1)N1CCCCC1,-17%,0%,-9%,-2.7,8,-17%,2.5,5%
O=C1c2ccccc2C(=O)N1CCCCSc1nnc(-c2ccc(OC(F)F)cc2)o1,-8%,11%,-7%,-2.9,.,0%,2.1,15%
O=C(NCc1ccccc1)c1ccc(C2SCC(=O)N2Cc2ccccc2)cc1 (configuration not stated),-3%,3%,-2%,-7.2,10,-3%,-0.6,-9%
Cc1nc2ccc(NC(=O)c3cncc(Br)c3)cc2s1,-3%,7%,-1%,-5.2,0,4%,-0.8,6%
O=S(=O)(c1ccccc1F)N1CCCc2ccccc21,3%,-3%,3%,-1.9,-2,9%,-1.1,18%

# (listing goes on)
SMILES,WRN helicase inh,EPAC1 agonist,PLK1 PBD block,CCT modulator,PI5P4K alpha inh,EPAC1 antagonist,IL-2 act,EPAC2 ag
Cc1nn(Cc2ccc([N+](=O)[O-])cc2)c(=O)n1-c1cccc(F)c1,-3%,7%,1%,0.6,0,-9%,-2.9,10%
O=S(=O)(N/N=C\c1ccc2c(c1)OCO2)c1ccccc1,8%,-14%,3%,1.0,1,-24%,-2.0,-1%
CCc1cccc(NC(=O)c2ccc(Br)o2)c1,1%,5%,-21%,-4.5,-3,10%,0.6,11%
Cc1nc2ccccc2c(=O)n1/N=C/c1ccccc1OC(F)F,1%,-3%,1%,0.4,-5,1%,-5.2,-1%
COCCN(C(=O)COC(=O)c1c(-c2ccccc2)noc1C)c1c(N)n(Cc2ccccc2)c(=O)[nH]c1=O,-2%,11%,-2%,-4.9,-1,-13%,-0.8,-3%
CO/N=C/C(=N\Nc1ccc(C)cc1)C(=O)c1ccc(OC)cc1,-12%,5%,-3%,-3.1,32,0%,0.6,1%
CCCCn1c(Cc2ccccc2)n[nH]c1=S,12%,-4%,-15%,-0.7,-2,-6%,0.1,2%
COc1ccc([N+](=O)[O-])cc1NS(=O)(=O)c1ccc(C(=O)N2CCCC2)cc1,-1%,5%,-11%,-3.4,-8,4%,-3.4,-3%
COc1cccc(OCc2ccc(Cn3nc(NC(=O)NCCc4ccc(OC)c(OC)c4)c4ccccc43)cc2)c1,-5%,5%,1%,-1.2,12,-6%,-0.9,11%
CC(=O)c1ccc(-c2ccc(C(=O)NCC(c3ccc(F)cc3)N3CCOCC3)o2)cc1 (configuration not stated),-28%,5%,-9%,-1.4,-1,-8%,0.1,-1%
CCCCOC(=O)Oc1ccc2c(=O)c(Oc3cc(C)cc(C)c3)coc2c1,-8%,9%,-6%,-0.5,16,-8%,0.0,1%
COc1ccc(CC(=O)N2CCCC(C)C2)cc1 (configuration not stated),1%,-1%,-12%,-0.5,-1,0%,-2.6,-4%
Cc1nn(Cc2ccccc2Cl)c(C)c1C(=O)NC1=NCCS1,10%,1%,-5%,-0.1,-7,6%,-0.1,-4%
O=C(Nc1ccccc1)Nn1cnnc1,13%,5%,-3%,-0.5,5,2%,1.6,8%
O=C(COc1ccccc1F)Nc1c2c(nn1-c1ccccc1)CS(=O)(=O)C2,-14%,-1%,-2%,0.9,3,-12%,-0.6,5%
COC(=O)NCc1ccc(CNC(=O)OC)cc1,-9%,7%,-3%,-0.8,0,2%,-0.5,5%
CCC(C)c1ccc(S(=O)(=O)N2CCN3CCCC3C2)cc1 (configuration not stated),-14%,0%,-4%,1.3,0,5%,-0.6,5%
C=CCOc1ccc(/C=C/C(=O)OCC(=O)N2CCCc3ccccc32)cc1,8%,-10%,-7%,-0.5,2,-11%,-0.7,-4%
O=C(NCC1CCS(=O)(=O)C1)NCC1CCS(=O)(=O)C1 (configuration not stated),-6%,8%,-11%,-2.9,.,1%,0.5,5%
Cc1ccc(C=C2C(=O)c3ccccc3C2=O)o1,?,-3%,-25%,0.3,?,-7%,0.4,-2%
CCc1ccccc1N(CC(=O)N1CCN(c2ccccc2F)CC1)S(C)(=O)=O,-2%,1%,0%,-2.2,1,9%,-2.2,1%
NCC(=O)CCC(=O)O,2%,-7%,-6%,-1.0,6,-2%,-0.6,4%
Cc1ccccc1C(=O)Nc1ccnn1C1CCN(Cc2c(C)n(C)c3ccccc23)CC1,11%,0%,-14%,-0.8,2,9%,0.0,-6%
OCCNc1nc(N2CCOCC2)nc(N2CCOCC2)n1,1%,4%,-17%,0.8,21,5%,3.9,-5%
CCn1c(CNC(=O)c2ccc(Cl)cc2)nnc1SCC(=O)NC1=NCCS1,-4%,-4%,-8%,0.9,4,0%,-1.0,8%
COCc1nnc(NC(=O)C23CC4CC(CC(C4)C2)C3)s1,-19%,-39%[inhibitor],-6%,0.9,-4,-26%,0.2,5%
CCOc1ccc(NC(=O)CN(C)C(=O)C2CC(=O)N(CCc3ccccc3)C2)cc1OCC (configuration not stated),4%,-1%,-10%,-1.8,7,4%,-1.4,3%

# Bioassay records as filed in PubChem BioAssay.

# Only part of the results is shown; count on the stated rates, not on these rows.
